Source: PubChem (several laboratories)
EBNA-1 inhibitor = blocks EBNA-1 binding to DNA; EBNA-1 DNA binding, fluorescence polarization; inhibition, % at 14.8 µM; 300,000 compounds, 0.34% hits; AID 1950; in the data active = inhibition above about 28%
PP5 inh = inhibitors of human protein phosphatase 5 (PP5); P53041; purified PP5c, OMFP substrate fluorescence; inhibition, % at 6.7 µM; 320,000 compounds, 0.18% hits; AID 1987;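 active = inhibition above the campaign's mean inhibition across all tested compounds plus 3 SD, cut at about 9.5% in these data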;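 also: 0% = DMSO only and 100% = 100 µM cantharidin control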
Target sequence (P53041 whole entry, looked up): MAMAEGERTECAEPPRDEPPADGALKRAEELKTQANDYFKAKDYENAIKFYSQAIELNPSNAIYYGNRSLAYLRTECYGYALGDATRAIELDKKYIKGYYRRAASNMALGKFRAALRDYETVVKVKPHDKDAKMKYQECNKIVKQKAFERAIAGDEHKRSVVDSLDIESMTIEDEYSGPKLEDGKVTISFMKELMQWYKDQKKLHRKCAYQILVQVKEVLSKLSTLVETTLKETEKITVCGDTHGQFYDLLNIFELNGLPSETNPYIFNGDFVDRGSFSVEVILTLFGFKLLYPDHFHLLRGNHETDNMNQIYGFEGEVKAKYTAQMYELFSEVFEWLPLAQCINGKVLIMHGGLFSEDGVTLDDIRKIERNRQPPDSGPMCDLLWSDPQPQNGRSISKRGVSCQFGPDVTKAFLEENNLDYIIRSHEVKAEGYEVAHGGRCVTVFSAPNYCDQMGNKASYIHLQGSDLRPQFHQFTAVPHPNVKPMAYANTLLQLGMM
ZTA counter = counter-screen for EBNA-1 inhibitors: inhibitors of Epstein-Barr virus ZTA | 320,000 compounds, 0.15% hits | ZTA-DNA binding, fluorescence polarization | P03206 | inhibition, % at 11 µM | AID 2234; in the data active = inhibition above about 33%
Target sequence (P03206 whole entry, looked up): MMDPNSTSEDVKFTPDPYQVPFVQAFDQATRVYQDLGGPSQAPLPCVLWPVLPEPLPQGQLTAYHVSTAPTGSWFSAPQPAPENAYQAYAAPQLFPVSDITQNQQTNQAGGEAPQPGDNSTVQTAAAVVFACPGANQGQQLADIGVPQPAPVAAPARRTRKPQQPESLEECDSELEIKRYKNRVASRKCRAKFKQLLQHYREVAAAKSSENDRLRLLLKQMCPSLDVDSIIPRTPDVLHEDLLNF
PREPL inh = inhibits the human prolyl oligopeptidase-like enzyme. Q4J6C6. inhibition, % at 5.96 µM. 320,000 compounds, 0.68% hits. recombinant PREPL, fluorescence polarization activity-based probe; in the data active = inhibition above about 43%;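 also: 0% = enzyme with DMSO and 100% = wells lacking enzyme; many of its hits are not listed in these tables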
PP1 inh = counter-screen for PP5 inhibitors: inhibitors of human PP1-alpha | purified PP1alpha, OMFP fluorescence | inhibition, % at 6.7 µM | 320,000 compounds, 0.9% hits | AID 2235;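 active = inhibition above the mean inhibition of all tested compounds plus 3 SD, computed separately for each screening campaign, cut at about 15% in these data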
Target sequence (P62136 whole entry, looked up): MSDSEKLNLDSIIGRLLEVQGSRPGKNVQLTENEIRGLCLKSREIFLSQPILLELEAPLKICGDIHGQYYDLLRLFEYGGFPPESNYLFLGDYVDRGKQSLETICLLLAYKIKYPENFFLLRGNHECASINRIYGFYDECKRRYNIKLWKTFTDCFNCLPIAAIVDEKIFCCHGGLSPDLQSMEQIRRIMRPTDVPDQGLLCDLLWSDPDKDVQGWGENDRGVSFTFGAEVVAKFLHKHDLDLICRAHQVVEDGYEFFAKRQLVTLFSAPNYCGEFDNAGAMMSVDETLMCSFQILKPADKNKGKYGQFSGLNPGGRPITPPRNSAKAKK
Efflux pump inh = inhibitors of Candida antifungal efflux pumps expressed in yeast; S. cerevisiae Candida pump triplex, Nile Red efflux; inhibition, % at 10 µM; 330,000 compounds, 0.44% hits; AID 485275;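 active = plate passing quality check with inhibition over a set limit, or well fluorescence over plate mean plus 4 SD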;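 also: Nile Red retained in pooled yeast measured as flow cytometry median fluorescence; 0% = buffer negative control and 100% = Enniatin B positive control; higher means more Nile Red kept so more efflux inhibition; some compounds called inactive have numbers as strong as hits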
TPT1 inh = inhibitors of Candida albicans tRNA 2'-phosphotransferase TPT1; 300,000 compounds, 0.81% hits; inhibition, % at 5 µM; recombinant caTPT1, FP RNA substrate dephosphorylation;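 active = inhibition above the mean of all tested compounds plus 3 SD, set per screening campaign, cut at about 24% in these data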;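 also: plate controls were DMSO alone for no effect and ferristatin control at 100 nM for full effect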
Fh CTSL1 inh = blocks F. hepatica cathepsin L1 in PFM18AAP counter-screen; inhibition, % at 5.96 µM; recombinant F. hepatica cathepsin L1, Z-Leu-Arg-MCA fluorescence; 300,000 compounds, 0.49% hits; AID 1906;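 active = inhibition above the mean of all tested compounds plus 3 SD, set per screening campaign, cut at about 17% in these data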;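 also: 0% = plate median of test compound wells and 100% = 1 µM Z-Phe-Ala-diazomethylketone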
core dimer inh = blocks dimerization of HCV core protein; AID 1899; TR-FRET GST/Flag-core106 dimerization, 1536-well; inhibition, % at 5 µM; 300,000 compounds, 0.33% hits;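 active = inhibition above the mean of all tested compounds plus 3 SD, set per screening campaign, cut at about 45% in these data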
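test system = GST/Flag-tagged HCV core106 proteins | probe or stimulus = Eu donor and XL665 acceptor anti-tag antibodies | times = compound-protein-antibody incubation 4 h at 22.5 °C | signal = TR-FRET, excitation 340 nm, emission 617 and 671 nm | measure = percent inhibition of core106 dimerization signal | controls = wells lacking GST-core106 and wells with excess unlabelled core106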
* hit, by the source's call; . = no result given. The list is partial, so the mix of outcomes need not match the whole.

SMILES | EBNA-1 inhibitor | PP5 inh | ZTA counter | PREPL inh | PP1 inh | Efflux pump inh | TPT1 inh | Fh CTSL1 inh | core dimer inh
O=C(CSc1nnc(-c2ccncc2)n1Cc1ccco1)Nc1nc(-c2ccccc2)cs1 | 1.7 | 5.2 | 3.4 | 4.8 | 2.8 | 0.2 | 0.8 | 2.2 | 21.1
COc1ccc(C2=CC3=C(Br)C(=O)C(C)(OC(=O)c4ccc(Cl)nc4)C(=O)C3=CO2)cc1 (centres undefined) | 3.4 | -0.8 | -6.3 | 7.0 | 1.4 | 0.0 | 8.6 | -2.9 | 25.4
COc1ccc(N(CC(=O)NN=C2CCCCCCC2)S(=O)(=O)c2ccccc2)cc1Cl | -1.8 | 3.2 | 0.4 | 4.9 | -1.1 | 0.6 | 3.6 | -1.2 | 12.6
COc1ccc(N2C3=C(C(=O)CC(C)(C)C3)C(c3cnn(C)c3)C3=C2CC(C)(C)CC3=O)cc1 | -7.9 | 0.4 | -16.1 | 2.1 | 0.6 | 0.2 | 2.3 | -0.4 | 3.2
CC(C)(C)NCC(O)COc1ccccc1C1CCCC1 (centres undefined) | -6.6 | 2.8 | 6.7 | -2.1 | 1.2 | -0.1 | -2.3 | 1.5 | -0.3
Cn1c(SCC(=O)c2ccc(F)cc2)nnc1-c1ccccc1N | 1.6 | 0.5 | -9.9 | 10.1 | -2.4 | -0.1 | -4.0 | 2.9 | -4.5
CC(C)(NO)/C(=N\O)c1ccccc1 | -3.7 | 1.6 | -5.6 | -3.2 | -1.2 | -0.2 | -4.1 | 2.8 | 0.3
CCOc1ccc(CC(=O)OCN2C(=O)c3ccccc3C2=O)cc1 | -9.3 | -2.2 | -10.9 | 18.2 | -2.4 | 0.0 | -0.8 | 1.9 | -0.2
COc1ccc(S(=O)(=O)N2CCOCC2)cc1NC(=O)CN1CCCC1 | -2.8 | -1.0 | -12.1 | -2.9 | 3.4 | 0.0 | 2.9 | 1.4 | 0.1
Cc1c(NC(NC(=O)CC(C)C)C(Cl)(Cl)Cl)c(=O)n(-c2ccccc2)n1C (centres undefined) | -5.3 | 2.5 | -11.1 | 2.5 | 2.1 | -0.3 | 0.1 | -2.8 | -12.5
COc1cc2nc(C3CC3)n(NC(=O)c3ccc(Cl)cc3)c(=O)c2cc1OC | -5.7 | 0.9 | -3.4 | 13.7 | -3.4 | 0.0 | -1.0 | -2.0 | 0.5
CC(C)(C)NC(=O)C(c1cccs1)N(C(=O)c1csnn1)c1ccccc1F (centres undefined) | 1.0 | 1.0 | 5.5 | -3.4 | 3.5 | 0.0 | 1.0 | -3.3 | 1.9
CCOC(=O)C1CCCN(C(=O)c2cc(S(=O)(=O)N3CCCCC3)ccc2C)C1 (centres undefined) | 2.0 | -0.4 | -6.4 | -11.7 | -1.6 | 0.1 | 1.0 | 3.3 | 0.1
COc1ccc(-n2nc(C(C)=O)c(=O)[nH]c2=O)cc1 | -7.0 | 2.0 | -4.1 | -6.6 | -2.1 | -0.2 | 0.8 | -2.3 | 0.3
CSc1cccc(NC(=O)Nc2nc3c(C)cccc3s2)c1 | 9.2 | 1.7 | 9.3 | 7.0 | 7.7 | 0.1 | -2.6 | -3.4 | -3.0
CC(C)C[C@@]12C(=O)N(c3cccc(Cl)c3)C(=O)N1[C@H](c1ccc(F)cc1)[C@@H]1C(=O)N(C3CCCCC3)C(=O)[C@@H]12 | 9.1 | 2.1 | 18.8 | 2.0 | -2.9 | 0.1 | 1.3 | 2.2 | 17.4
O=C(NCCO)c1ccc2[nH]c3ccccc3c2c1 | -4.9 | -0.2 | -4.7 | 7.1 | -0.6 | -0.1 | -6.6 | 5.5 | -0.8
COc1cc(CNCCc2ccc(S(N)(=O)=O)cc2)ccc1OCC(=O)NC(C)(C)C | -5.3 | 2.2 | -3.8 | -8.5 | 0.2 | -0.1 | -3.9 | -0.5 | -6.3
CSCCC1NC(=O)N(CC(=O)N2CCc3ccccc3C2)C1=O (centres undefined) | . | 0.9 | 5.8 | 11.3 | -3.4 | 0.1 | . | . | .
CCCCc1nc(NCCN)c(C#N)c2c1CSC(C)(C)C2 | 7.7 | -0.7 | 0.1 | -39.2 | 0.1 | 0.1 | -0.7 | 3.2 | -12.4
CN1Cc2c(N3CCOCC3)nc(SCCC#N)c(C#N)c2CC1(C)C | 4.7 | -1.0 | -3.8 | -4.0 | -0.4 | -0.1 | 2.5 | -1.2 | -2.2
Cc1ccc(C=Nc2ccccc2C#N)s1 | -3.5 | -0.1 | -11.3 | 3.5 | -4.5 | 0.1 | -0.4 | 4.9 | -0.7
C=CCSc1n[nH]c(-c2ccccc2)n1 | -3.4 | 4.7 | -9.6 | 13.8 | 1.7 | -0.3 | -6.5 | -0.5 | -9.7
O=[N+]([O-])c1ccccc1NCc1c(O)ccc2ccccc12 | -3.7 | 3.0 | -3.5 | 29.1 | 1.2 | -0.3 | 0.0 | -1.0 | 0.7
CCOC(=O)C1CCN(c2nc(-c3ccccc3)nc3c2oc2ccccc23)CC1 | 4.5 | 4.3 | 7.9 | -12.4 | -3.3 | 0.0 | -0.3 | -1.4 | 1.3
CC12CCC(=O)N1C(C(=O)Nc1cc(S(=O)(=O)N3CCCCCC3)ccc1OCC(F)(F)F)CS2 (centres undefined) | -14.7 | 1.3 | -10.1 | 12.2 | -7.1 | 0.1 | 0.6 | 1.9 | 13.9
C=CCN1C(=O)/C(=C/c2ccc(O)c(OC)c2)S/C1=N/c1nccs1 | 1.5 | 1.7 | 0.7 | 5.6 | -5.2 | 0.3 | 67.9* | 2.0 | -1.9
CCOC(=O)Cn1nc(C)c(NC(=O)c2ccc([N+](=O)[O-])c(C)c2)c1C | -5.4 | 1.5 | -18.4 | -0.5 | 2.0 | -0.1 | -3.5 | 0.5 | -4.7
COc1ccc(CCNC(=O)c2coc3ccccc3c2=O)cc1OC | -10.0 | -1.3 | -9.2 | 7.1 | -0.4 | 0.0 | 20.1 | 3.2 | 5.8
Cc1ccc(NC(=O)Cn2c(=O)n(Cc3ccco3)c(=N)c3c4c(sc32)COC(C)(C)C4)cc1 | -9.0 | 3.8 | -20.5 | 18.5 | 2.6 | -0.1 | 3.0 | -3.5 | 1.2
CCOc1c2ccc(C(=O)NCc3ccc(OC(F)(F)F)cc3)cc2nn1CC | 0.2 | 2.2 | 9.6 | 13.4 | 2.6 | -0.1 | -3.9 | -0.4 | 2.7
CN(C)S(=O)(=O)c1ccc(N2CCCC2)c(C(=O)N2CCN(c3ccc([N+](=O)[O-])cc3)CC2)c1 | -15.0 | -6.3 | -3.2 | 23.5 | -1.3 | 0.0 | 0.1 | 8.1 | 7.0
Cc1cccn2c(=O)c3cc(C(=O)NCc4ccco4)c(=N)n(C4CCCC4)c3nc12 | -9.9 | -0.3 | 2.5 | 9.5 | -0.6 | 0.2 | 2.2 | -0.8 | 19.3
CCN(CC)S(=O)(=O)c1ccc(OC)c(NC(=O)c2cn(CC)c3nc(C)ccc3c2=O)c1 | -10.3 | -2.5 | -15.2 | 13.6 | 3.0 | -0.1 | -4.2 | 7.1 | 3.8
COc1ccccc1NC(=O)COc1ccc2ccccc2c1 | 2.8 | 2.9 | 3.5 | 2.6 | 2.0 | 0.0 | 1.5 | 2.8 | 12.8
Cc1cccc(C)c1OCC(=O)Nc1ccc(NC(=O)c2ccco2)cc1 | 6.3 | 0.4 | -15.9 | -14.7 | -3.6 | -0.2 | -0.6 | -0.1 | -1.5
CC(C)c1ccc(/C=N/NC(=O)c2cccc(Cl)c2)cc1 | 6.5 | 1.4 | 18.7 | -2.2 | 1.1 | -0.1 | -4.3 | 2.2 | 5.7
O=C(Nc1cccnc1)C1CCCN(c2ncnc3c2nc2n3CCCCC2)C1 (centres undefined) | 0.3 | -0.9 | -21.3 | 21.7 | -2.5 | -0.5 | -5.3 | 2.9 | -1.5
COC(CNC(=O)CNC(=S)N(Cc1ccccc1)Cc1cccs1)OC | -11.4 | -0.8 | 10.1 | -8.0 | -4.1 | 0.0 | 1.3 | -1.7 | -5.2
COc1ccc(/C=C2\SC(=N)N(c3nccs3)C2=O)cc1OC | 6.2 | 0.8 | 9.3 | 21.3 | 2.3 | -0.1 | 7.5 | 6.4 | -4.4
COc1ccc(C)cc1-n1nnnc1SCC(=O)Nc1cc(C)on1 | 3.3 | 0.8 | -9.9 | -5.6 | 1.0 | -0.1 | -4.0 | -3.8 | 0.4
O=C(CSc1nnc2ccccn12)NNC(=O)c1ccc([N+](=O)[O-])cc1 | -10.9 | -0.6 | -6.7 | -11.0 | -4.9 | 0.1 | -1.6 | -11.8 | 1.2
COc1cccc(N(C(=O)Cn2nnc(-c3ccc(C)o3)n2)C(C(=O)NC2CCCC2)c2ccncc2)c1 (centres undefined) | -19.9 | 4.8 | -10.4 | 3.1 | -0.7 | -0.4 | 2.6 | 1.2 | 1.8
CC(C)(C)c1cc(Br)c(O)c(N=Nc2ccc(S(=O)(=O)N3CCOCC3)cc2)c1 | -2.5 | 2.0 | 4.0 | 2.6 | 2.4 | 0.0 | -2.3 | 2.4 | 11.5
COc1ccc(/C(N)=N/OC(=O)CCc2ccccc2)cc1 | 8.8 | 1.0 | -0.9 | 3.2 | -1.3 | 0.1 | -2.4 | -4.0 | 3.4
S=C(NCc1ccco1)Nc1ccc(Cl)cc1Cl | -4.3 | -0.4 | -2.1 | -13.9 | -3.3 | 0.0 | -1.9 | -0.7 | 1.0
COc1cccc(CC(NC(C)=O)C(=O)NC2CCN(c3ncccc3[N+](=O)[O-])CC2)c1 (centres undefined) | 2.6 | 3.8 | -3.7 | 8.8 | -3.6 | 0.0 | -2.0 | 1.3 | 0.0
Cc1nn(-c2ccccn2)c2c1-c1nc(N)ncc1CC2 | -4.3 | 1.6 | 10.5 | 2.0 | -4.0 | 0.0 | 1.4 | -1.9 | -0.8
C=CCn1c(=O)c(C(C)=O)cn(N(C)c2ncc(C(F)(F)F)cc2Cl)c1=O | -18.9 | 3.0 | 5.6 | 9.0 | 1.0 | 0.2 | 3.2 | -0.5 | 4.1
Cc1ccc(OCCC(=O)Nc2ccc3c(c2)OCO3)cc1 | . | 1.4 | -0.5 | 2.7 | -2.0 | 0.2 | . | . | .
COc1cccc2cc(C(=O)N3CCCc4ccccc43)oc12 | 2.6 | 1.0 | -1.3 | -4.0 | -0.7 | -0.1 | 2.0 | 0.7 | 6.6
Cc1c(C)c2ccc(OCC(=O)Nc3ccc(CN4CCOCC4)cc3)cc2oc1=O | 2.6 | 0.5 | 0.4 | 16.4 | -1.8 | 0.0 | -3.0 | -0.5 | -2.0
COc1ccccc1CNC(=O)CCN1C(=O)COc2ccccc21 | -1.9 | 3.3 | -15.3 | 8.5 | 6.1 | 0.0 | 1.9 | 3.1 | 6.0
CCc1nc2ccc(C)cc2c(C(=O)NC2CCCCC2C)c1C (centres undefined) | 7.6 | 2.4 | -10.9 | 15.7 | -1.9 | -0.1 | 0.1 | 1.0 | 0.6
CN(C)c1ccc(/C=C(/NC(=O)c2ccccc2)C(=O)NCCCn2ccnc2)cc1 | -18.0 | 1.5 | -0.7 | 11.4 | -2.9 | 0.0 | 134.2* | 6.3 | -21.3

Random excerpt: 2 compounds from above
SMILES | EBNA-1 inhibitor | PP5 inh | ZTA counter | PREPL inh | PP1 inh | Efflux pump inh | TPT1 inh | Fh CTSL1 inh | core dimer inh
Cc1nn(-c2ccccn2)c2c1-c1nc(N)ncc1CC2 | -4.3 | 1.6 | 10.5 | 2.0 | -4.0 | 0.0 | 1.4 | -1.9 | -0.8
Cc1c(C)c2ccc(OCC(=O)Nc3ccc(CN4CCOCC4)cc3)cc2oc1=O | 2.6 | 0.5 | 0.4 | 16.4 | -1.8 | 0.0 | -3.0 | -0.5 | -2.0
